Bioassay records: PubChem, National Center for Advancing Translational Sciences (NCATS)
HP1b chromo inh – HTS for Inhibitors of HP1-beta Chromodomain Interactions with Methylated Histone Tails; Chromobox protein homolog 1 (Homo sapiens), P83916; AlphaScreen HP1-beta / biotin-H3K9me3 peptide binding; Potency, µM (highest dose often 114 µM), without a hit: top-dose activity change, negative = inhibition, usual class: inhibitors; 390,000 compounds, 0.56% hits; AID 540317, 2011; also: potency is read from the fitted curve at half-maximal effect; nearly all actives have a fitted effect of over 70% in size; inactives centre near 23
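HP1-beta protein (50 nM final) preincubated 30 min at room temperature with biotinylated H3(1-18)K9me3 peptide (50 nM) in PBS pH 7.4, 0.01% Tween-20, then compound added for 30 min. AlphaScreen streptavidin donor/nickel chelate acceptor beads (10 ug/mL final), 30 min dark, luminescence read.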
Pin1 inhibitor – qHTS Assay to Find Inhibitors of Pin1; Peptidyl-prolyl cis-trans isomerase NIMA-interacting 1 (Homo sapiens), Q13526; Pin1 FP peptide displacement, HiFluor488, 10 min; Potency, µM (top dose mostly 115 µM), inactives show top-dose activity, negative = inhibition, hits mostly inhibitors; 390,000 compounds, 0.009% hits; AID 504891, 2011; active = well fitted inhibition curve with a large enough effect in the polarisation, with a control signal flat, not every such curve was filed as active; inconclusive = small, poorly fitted or top-dose-only effect, or effect the other way, or a change in a side signal; inactive = no such curve, though single readings can be large or run the other way; the % refers to the polarisation; also: potency is read from the fitted curve at half-maximal effect; % is scaled to controls: 0 for no effect and ±100 for the full control effect
G9a inh – qHTS Assay for Inhibitors of Histone Lysine Methyltransferase G9a. Histone-lysine N-methyltransferase EHMT2 (Homo sapiens), Q96KQ7. G9a H3K9 monomethylation, AlphaScreen, 2 h. Potency, µM (top dose mostly 102 µM), inactives show at the top dose activity, negative = inhibition, hits mostly inhibitors. 350,000 compounds, 8.8% hits. AID 504332, 2011; also: potency is read from the fitted curve at half-maximal effect; % is scaled to controls: 0 for no effect and ±100 for the full control effect; nearly all actives have a fitted effect of over 75% in size
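G9a (20 nM) was preincubated 15 min with compound, then reacted 2 h at room temperature with 500 nM biotin-H3K9 peptide and 20 µM SAM. Monomethyl-H3K9 detected by AlphaScreen using anti-H3K9me1 antibody.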
GLS inhibitor – qHTS for Inhibitors of Glutaminase (GLS); Potency, µM (doses to about 45.5 µM), for the others: at the highest dose activity change, negative = inhibition, hits mostly inhibitors; AID 624170, 2012; GLS enzymatic activity, qHTS titration; 410,000 compounds, 0.21% hits; Glutaminase kidney isoform, mitochondrial (Homo sapiens), O94925; also: potency is read from the fitted curve at half-maximal effect; % is scaled to controls: 0 for no effect and ±100 for the full control effect
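Enzyme dispensed in phosphate buffer (45 mM, pH 8.2, 0.02% Tween-20), compounds pinned in, then 1 mM L-glutamine solution and the glutamate oxidase–HRP–Amplex Red mix added; fluorescence read immediately and again after 30 min at room temperature.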
POLH inh – qHTS for Inhibitors of Polymerase Eta. recombinant Pol eta, fluorescent DNA replication assay. 390,000 compounds, 1.2% hits. Potency, µM (doses to about 114 µM), for inactives: at the top dose activity change, negative = inhibition, usual class: inhibitors. DNA polymerase eta (Homo sapiens), Q9Y253. AID 588591, 2011; also: potency is read from the fitted curve at half-maximal effect; % is scaled to controls: 0 for no effect and ±100 for the full control effect
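Pol eta at 10 nM preincubated with compounds 15 min at room temperature; reaction started with fluorescent substrate (50 nM final) and read kinetically at 0 and 10 min.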
Tb PGK inh – qHTS Assay to Find Inhibitors of Phosphoglycerate Kinase; Phosphoglycerate kinase, glycosomal (Trypanosoma brucei brucei), P07378; PGK/GAPDH coupled, Kinase-Glo luminescence, 60 min; Potency, µM (series often up to 57.5 µM), for the others: top-dose activity change, negative = inhibition, usual class: inhibitors; 380,000 compounds, 0.043% hits; AID 602233, 2012; also: potency is read from the fitted curve at half-maximal effect; % is scaled to controls: 0 for no effect and ±100 for the full control effect; nearly all actives have a fitted effect of over 60% in size
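Luminescent ATP detection (Kinase-Glo Plus) follows a 60-minute room-temperature incubation, with wells lacking PGK as controls. Buffer: 100 mM TEA (pH 7.6), 5 mM MgCl2, 0.01% Tween-20. Coupling enzyme GAPDH (100 nM final) supplies unstable 1,3-BPG in-well.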
BAZ2B inh – qHTS Assay for Inhibitors of BAZ2B. AlphaScreen BAZ2B-H3K14Ac peptide displacement. AID 504333, 2011. Potency, µM (top dose mostly 114 µM), for inactives: at the top dose activity change, negative = inhibition, actives largely listed as inhibitors. 360,000 compounds, 4.4% hits. Bromodomain adjacent to zinc finger domain protein 2B (Homo sapiens), Q9UIF8; also: potency is read from the fitted curve at half-maximal effect; % is scaled to controls: 0 for no effect and ±100 for the full control effect; nearly all actives have a fitted effect of over 60% in size
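BAZ2B (50 nM) with biotin-H3(5-23)K14Ac peptide (50 nM) in PBS pH 7.4, 0.01% Tween-20, preformed 30 min, then compound 30 min at room temperature; top concentration 110uM. AlphaScreen streptavidin donor/nickel chelate acceptor beads (10 ug/mL final), 20 min dark, signal read.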
JMJD2A Tudor – qHTS Assay for Inhibitors of JMJD2A-Tudor Domain; Lysine-specific demethylase 4A (Homo sapiens), O75164; 390,000 compounds, 4.4% hits; AID 504339, 2011; AlphaScreen JMJD2A-Tudor / H3K4me3 peptide binding; Potency, µM (highest dose often 114 µM), for the others: at the highest dose activity change, negative = inhibition, usual class: inhibitors; also: potency is read from the fitted curve at half-maximal effect; % is scaled to controls: 0 for no effect and ±100 for the full control effect; nearly all actives have a fitted effect of over 50% in size
PI4K2A inh – qHTS for small molecular inhibitors of PI4K2A; Phosphatidylinositol 4-kinase type 2-alpha (Homo sapiens), Q9BTU6; purified PI4K2A, ADP-Glo luminescence, 1 h; stronger effect = lower value; activity change, negative = inhibition, % at 76.9 µM; 420,000 compounds, 0.13% hits; AID 1346378, 2018; in the data active = activity change below about -50%; inconclusive = mostly about -30% to -49%;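 also: -100% = wells without enzyme as full effect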
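PI4K2A activity was measured by ADP-Glo luminescence: enzyme (4 ug/mL stock) and phosphatidylinositol (1.2 mM stock) in Tris pH 7.5/MgCl2/EGTA/Triton X-100 buffer were reacted with ATP (300 microM stock) for one hour at ambient temperature.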
* marks the source's active call; other numbers are inactive results; i = inactive; ? = inconclusive; . = no result given; & = joins results of further samples; [ ] = remark or other dose. Unless noted, calls follow the shape of the dose curve; as a rule, active = well fitted curve in the direction sought with a large enough effect; inconclusive = small, poorly fitted or top-dose-only effect, or another doubt; inactive = no such curve, though single readings can be large; an effect the other way counts as inactive or inconclusive. The list is partial; count on the stated rates, not on these rows.

SMILES	HP1b chromo inh	Pin1 inhibitor	G9a inh	GLS inhibitor	POLH inh	Tb PGK inh	BAZ2B inh	JMJD2A Tudor	PI4K2A inh
Cc1sc2ncnc(N3CCC(C(=O)Nc4ccccc4C(C)(C)C)CC3)c2c1C	21%	-1%	?	-2%	-17%	i	4%	2%	2
Cc1nn(-c2ccccc2)c2sc(C(=O)Nc3cccc(Br)c3)cc12	59%[activator]	13%	4%[59 µM]	-3%	-18%	-9%	6%	16%	1
COc1ccc(Cn2c(=O)[nH]c3cc(C(=O)NCCC(C)C)ccc3c2=O)cc1	26%	0%	4%[59 µM]	3%	-17%	-2%	7%	9%	-1
N#Cc1c(NC(=O)C2CCCO2)sc2c1CCCCC2 (centres undefined)	38%	1%	-4%	12%	-17%	2%	-3%	-5%	-1
CC(=O)c1ccc(OCC(=O)N2CCCC(Nc3ccc(C)c(C)c3)C2)cc1 (centres undefined)	17%	0%	44%	0%	-11%	-8%	-18%	-24%	2
COc1ccc(C(=O)NC(=S)Nc2ccc(S(=O)(=O)Nc3cc(OC)nc(OC)n3)cc2)cc1	-16%	2%	?	0%	-4%	-6%	-25%	?	3
Cc1c(C(=O)n2cnc3ccccc32)cccc1[N+](=O)[O-]	16%	-6%	-23%	1%	-11%	5%	-16%	1%	-8
COc1ccccc1Nc1c2c(nc3ccc(NC(=O)/C=C/c4cccc(OC)c4OC)cc13)CCCC2	-6%	18%	11µM*	7%	7%	-4%	?	?	0
Cc1ccc(CCNC(=O)C2CCCN(Cc3nc(-c4cccc(Cl)c4)oc3C)C2)cc1 (centres undefined)	-10%	-15%	-33%[59 µM]	-12%	-14%	11%	-20%	-30%	-6
CCOc1ccc2nc(SCc3ccc(CC(=O)O)cc3)c(C#N)cc2c1	35%	?	.	3%	-3%	-1%	-4%	13%	0
COc1ccc(-c2cc(C(=O)NCCCn3ccnc3)no2)cc1	14%	0%	-4%[59 µM]	0%	-3%	i	?	-24%	5
COc1c(Cl)cc(Cl)cc1C(=O)Nc1ccc(CN2CCCCC2)cc1	30%	4%	-10%	-1%	-12%	-2%	-15%	-9%	0
Cc1ccc(CCNC(=O)C2CCN(c3nn4c(=O)cc(C)nc4s3)CC2)cc1	12%	0%	-1%[12.7 µM]	5%	-7%	0%	5%	-8%	-2
Cc1cc2nc(SCCN3CCCC3)[nH]c2cc1C	30%[activator]	-3%	0%[59 µM]	32%[activator]	-12%	.	7%	-15%	0
CC1CCCC(C)N1S(=O)(=O)c1ccc(NC(=O)CCn2cnc3ccccc3c2=O)cc1 (centres undefined)	24%	-2%	-3%[59 µM]	0%	-6%	-3%	-1%	-8%	4
N#Cc1ccc(C(=O)Nn2cnnc2)cc1	23%	-6%	13%[2.33 µM]	-5%	-6%	.	-1%	-15%	3
Nc1cc(Cl)c(N)cc1Cl	-2%	-5%	?	30%[activator]	-3%	-4%	-37%	-24%	2
O=C1CN(C(=O)COC(=O)c2cc(S(=O)(=O)N3CCOCC3)ccc2Cl)c2ccccc2N1	-4%	-9%	11%[12.7 µM]	0%	8%	-3%	6%	-10%	0
CC(C)CC1C(=O)N(Cc2cn(CCC3OCCCO3)nn2)CCS(=O)(=O)N1Cc1ccc(-c2ccc(F)cc2)cc1 (centres undefined)	.	.	.	-5%	-8%	4%	.	.	0
COc1ccc2c(C=O)c[nH]c2c1	3%	?	-5%[59 µM]	-8%	-21%	-9%	-3%	-13%	-3
CC(OC(=O)c1ccco1)C(=O)Nc1ccc(Cl)cn1 (centres undefined)	40%[activator]	-1%	10%	-7%	-7%	-2%	-5%	-6%	3
CN1CCSc2ccc(C(=O)NCc3ccccc3F)cc21	-13%&52%	1%&9%	11µM*	21%&11%	-4%&-2%	-4%&-14%	9%	-20%	6&-1
O=C(NCCc1c[nH]c2ccccc12)c1ccc2nc[nH]c2c1	13%	-3%	-12%[59 µM]	11%	50µM*	-3%	50µM*	-31%	-4
COC(=O)c1ccc(Cn2cnc3cnccc32)cc1	26%	-1%	22%[0.501 µM]	2%	10%	0%	1%	-2%	-2
O=C(CSc1cccs1)Nc1ccc(Cl)cc1	52%[activator]	5%	?	-10%	-22%	-8%	26%	18%	3
CN(C(=O)NC(=O)C1=C(N2CCOCC2)/C(=C/c2ccccc2)CC1)S(C)(=O)=O	12%	-10%	?	24%	?	.	-8%	-25%	1
Cc1cc(C(=O)Nn2cnnc2)cs1	31%	0%	1%[59 µM]	-6%	-10%	-4%	?	-3%	7
CCOC(=O)N1CCN(C(=O)COC(=O)CN(C)S(=O)(=O)c2ccc(NC(C)=O)cc2)CC1	25%	-2%	45%	3%	-18%	4%	-13%	4%	2
COc1ccc(NS(=O)(=O)c2ccc(OC)c(NC(=O)CNC(=O)c3ccc(OC)cc3)c2)cc1	21%	4%	20%[12.7 µM]	-1%	-7%	i	-15%	-19%	3
COc1ccc(OC)c(NC(=O)Cn2c(=O)c3cccn3c3ccccc32)c1	0%	18%	-11%[59 µM]	-13%	-6%	-3%	-6%	-19%	-1
c1ccc(-c2nn3c(C4CCCCC4)nnc3s2)nc1	20%	1%	8%	3%	2%	1%	7%	-2%	4
O=C(NCc1ccccc1Cl)C(=O)c1c[nH]c2ccccc12	34%	-3%	?	-7%	-7%	-4%	-14%	-11%	1
O=C(c1nnsc1S(=O)c1ccc(Cl)cc1)N1CCOCC1 (centres undefined)	?	1%	32µM*	0%	2%	-3%	-1%	7.1µM*	6
O=S(=O)(c1ccc2c(c1)CCC2)N1CCNCC1	9%	-1%	2%[0.501 µM]	0%	-4%	-10%	2%	-7%	-1
COC(=O)C(O)(CC(=O)Nc1ccc(OC(F)(F)F)cc1)C(F)(F)F (centres undefined)	31%	-11%	2%[59 µM]	15%	10%	-4%	6%	-9%	1
CCC(=O)c1ccc(OCC(=O)Nc2ccccc2C(=O)NC2CC2)cc1	10%	-4%	21%[12.7 µM]	4%	-12%	-7%	-7%	-9%	5
COc1ccc(S(=O)(=O)N(C)c2ccc(C(=O)NCC3CCCO3)cc2)cc1 (centres undefined)	4%	1%	-3%[12.7 µM]	-1%	2%	-4%	10%	3%	-2
Cc1cccc(NC(=O)CSc2nnc(NC(=O)C3CC3)s2)c1C	42%[activator]	-7%	12%	-7%	-17%	-1%	-9%	-5%	3
CCN(CC)C(=O)C1CCCN(c2ncnc3c2cnn3-c2cccc(C)c2)C1 (centres undefined)	31%	?	20%[59 µM]	-4%	2%	-5%	10%	-11%	6
Cc1cccc(-n2c(CNC(=O)c3ccc(S(=O)(=O)N4CCCCC4)cc3)n[nH]c2=S)c1	28%	6%	7.1µM*	?	-20%	-13%	2%	35µM*	1
CN(CC(=O)NCc1cccs1)S(=O)(=O)c1cccc2nsnc12	39%[activator]	6%	3%[59 µM]	-3%	-10%	-7%	-4%	-5%	1
O=C(COC(=O)CNC(=O)c1ccc(Cl)cc1Cl)NC(=O)NCc1ccccc1	42%	0%	56µM*	2%	-17%	i	2%	0%	0
CCc1nnc(NC(=O)c2cc(-c3ccco3)nc3ccccc23)s1	-15%	.	50µM*	151%[activator]	16µM*	?	40µM*	?	-28
C=CCn1c(SCC(=O)Nc2cc(C)on2)nnc1-c1ccncc1	.	.	.	-6%	-2%	-3%	.	.	1
Cc1nn(C)cc1/C=N\NC(=O)Cc1ccc([N+](=O)[O-])cc1	41%	-11%	10%	0%	-15%	-3%	-3%	-4%	-2
O=C(CN1CCOCCOCCOCCOCC1)Nc1ccccc1	12%	0%	-3%[59 µM]	-1%	-13%	.	5%	-4%	0
COc1ccc(NC(=O)c2n[nH]c(=O)c3ccccc23)cc1S(=O)(=O)N1CCCCC1	28%	11%	9%[59 µM]	0%	-9%	-9%	-1%	-25%	-3
O=C1N/C(=N/N=C/c2ccc(O)cc2)SC1Cc1ccccc1 (centres undefined)	23%	-6%	13%	-19%	0%	2%	-7%	-3%	1
C[C@H](CO)N1C[C@H](C)[C@@H](CN(C)S(C)(=O)=O)Oc2c(NC(=O)Nc3ccccc3)cccc2C1=O	30%	4%	.	3%	-17%	-5%	.	-9%	0
COc1ccc(CCNC(=O)CCS(=O)(=O)c2ccc3nc(C)sc3c2)cc1OC	42%[activator]	0%	28%	4%	-12%	-1%	2%	-2%	3
Cc1ccc(OCCn2nc3ccccc3n2)c(C)c1	280%[activator]	2%	101%[activator]	-3%	1%	i	100%[activator]	31%[57.1 µM]	-3
Cc1ccc(NS(=O)(=O)c2ccc3c(c2)CCCN3C(=O)C2CCC2)cc1Cl	16%[57 µM]	?	64%[activator][59 µM]	-2%	-16%	i	16%	-21%	2
